# EBV gp42 block = blocks Epstein-Barr virus glycoprotein 42 binding | Fluorescence polarization binding assay, mP read-out | 220,000 tested, 0.42% active | Q1HVG2 | inhibition, % (tested at 21.74 µM); in the data active means inhibition above about 50%
# Target sequence (Q1HVG2 whole entry, looked up): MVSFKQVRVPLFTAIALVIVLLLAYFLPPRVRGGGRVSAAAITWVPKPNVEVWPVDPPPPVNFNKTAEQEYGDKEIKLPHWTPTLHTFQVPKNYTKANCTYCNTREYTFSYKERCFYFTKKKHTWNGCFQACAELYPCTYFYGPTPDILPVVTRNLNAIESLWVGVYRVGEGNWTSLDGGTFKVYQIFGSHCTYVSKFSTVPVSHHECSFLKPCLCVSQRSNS
# Thrombin inh = thrombin (human) inhibition; alpha-thrombin, Boc-VPR-AMC fluorogenic substrate cleavage; inhibition, % at 5 µM; AID 1046; 220,000 tested, 0.26% active;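 active means inhibition at or above 40%; inactive means inhibition below 40%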;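 further: 0% = enzyme with no compound and 100% = wells without enzyme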
#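 System: Human alpha-thrombin protein | Medium: pH 7.5 Tris (50 mM) with NaCl 150 mM, Tween 20 0.05% | Times: Enzyme reaction carried out at room temperature | Detection: AMC fluorescence, 355/460 nm | Evaluation: Percent inhibition scaled between no-compound controls and no-enzyme blanks | Benchmarks: Enzyme without compound as high, wells lacking enzyme as low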
# TRPN1 ag = zebrafish TRPN1 (NompC) channel agonism | HEK293 zebrafish TRPN1-YFP, Fluo-8 calcium fluorescence; 100% = response to 87 µM carbachol | 220,000 tested, 0.18% active | AID 1424 | activation, % at 3 µM;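 active means activation above its plate's cutoff, the mean activation of test wells on that plate plus 3 SD, cut at about 19% in these data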;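 further: 0% = DMSO alone and 100% = 87 µM carbachol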
#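 Material – zebrafish TRPN1-YFP in HEK293 cells · Doses – 3 µM single point · Schedule – dye 1 h 37 °C plus 30 min RT · Signal – Fluo-8 calcium fluorescence, excitation 470-495 nm, emission 515-575 nm · Read-out – % activation versus carbachol response · Control set – carbachol high, DMSO low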
# TbHK1 inh = blocks Trypanosoma brucei hexokinase 1 activity | recombinant TbHK1, G6PDH-coupled NADH A340 | inhibition, % at 10 µM | 220,000 tested, 0.11% active | AID 1430;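 active means inhibition of 50% or more in the single-dose primary screen; inactive means inhibition below 50%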
# m-calpain inh = calpain II (pig) inhibition; purified calpain II, fluorogenic peptide substrate, 30 min; inhibition, % at 16 µM; 220,000 tested, 0.37% active;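 active means inhibition above about 50%, limit read from the data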
# TRPML3 ag = agonists of human TRPML3 channel; Q8TDD5; HEK293 TRPML3-YFP, Fluo-8 calcium fluorescence; 100% = the carbachol control signal; activation, % at 3 µM; 220,000 tested, 0.29% active;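 active means activation above its plate's cutoff, the mean activation of the plate's test wells plus 3 SD, cut at about 12% in these data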;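 further: 0% = DMSO only wells and 100% = carbachol wells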
# Target sequence (Q8TDD5 whole entry, looked up): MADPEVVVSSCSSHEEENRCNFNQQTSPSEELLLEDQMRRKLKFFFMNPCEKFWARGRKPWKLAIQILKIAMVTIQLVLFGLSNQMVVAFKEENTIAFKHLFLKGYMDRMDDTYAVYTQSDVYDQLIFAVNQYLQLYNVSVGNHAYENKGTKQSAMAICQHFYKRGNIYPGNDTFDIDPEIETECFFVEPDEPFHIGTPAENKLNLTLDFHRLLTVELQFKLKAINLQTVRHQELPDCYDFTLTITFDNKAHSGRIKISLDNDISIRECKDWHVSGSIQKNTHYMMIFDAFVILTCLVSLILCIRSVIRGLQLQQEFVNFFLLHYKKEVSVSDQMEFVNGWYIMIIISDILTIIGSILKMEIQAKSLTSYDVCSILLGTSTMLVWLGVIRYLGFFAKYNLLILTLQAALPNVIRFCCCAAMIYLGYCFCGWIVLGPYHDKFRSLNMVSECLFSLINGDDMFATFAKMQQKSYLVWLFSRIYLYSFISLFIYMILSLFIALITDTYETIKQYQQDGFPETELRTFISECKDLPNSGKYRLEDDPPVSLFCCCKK
#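 Test system: TRPML3-YFP stable HEK293 cells. Doses: single point at 3 µM. Incubation: dye loading 1 h 37 °C then 30 min ambient, 125 s read. Signal: Fluo-8 calcium dye fluorescence, ex 470-495, em 515-575 nm. Measure: percent activation from peak-to-basal fluorescence ratio, scaled between DMSO and carbachol.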
# KCC2 mod = modulators of human KCC2 chloride dependent transport; Q9H2X9; KCC2 cells, thallium flux FluoZin-2 fluorescence; B-score of Tl+ flux slope (higher = more flux/activation; lower = inhibition) at 10 µM; 190,000 tested, 2.2% active;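 active means thallium flux slope and its plate-corrected score both differing from the plate sample mean at a set confidence after two filtering rounds, in either direction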;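 further: slope of fluorescence scaled to starting intensity during 10 to 20 s after thallium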
# PPC-1+TRAIL kill = PPC-1 cancer cell killing with TRAIL present | PPC-1 cells + TRAIL, ATPLite viability luminescence | cell killing (% activity), % at 4 µM | 220,000 tested, 0.41% active | AID 1443;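 active means cell killing above 50% in the first pass at 4 µM, then a duplicate retest at 5 µM averaging 50% or more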;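 further: plate controls were cells with TRAIL plus DMSO for no effect and medium-only wells lacking cells for full effect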
# Furin inhibitor = inhibitors of human furin. purified furin, fluorogenic substrate cleavage. 220,000 tested, 0.061% active. P09958. AID 463115. inhibition, % at 30 µM; in the data active means inhibition above about 25%; further: inactives centre near -15
# The depositor's hits bear a star; i = inactive; . = not tested or not shown; [ ] = remark or other dose.
Compound	EBV gp42 block	Thrombin inh	TRPN1 ag	TbHK1 inh	m-calpain inh	TRPML3 ag	KCC2 mod	PPC-1+TRAIL kill	Furin inhibitor
CN(C)C(CNC(=O)c1ccc2c(=O)n(-c3ccccc3F)c(=S)[nH]c2c1)Cc1ccccc1 (centres undefined)	-12	-2	0.7	3	1	1.0	0.98	6	-21
O=C(N/N=C/c1cccc([N+](=O)[O-])c1)c1ccc2nc[nH]c2c1	9	4	-0.3	-20	4	0.7	0.37	14	-15[20 µM]
O=C(O)c1ccc2c(c1)C(=O)N(C(Cc1ccc(O)cc1)C(=O)O)C2=O (centres undefined)	-17	1	-0.5	1	-19	-0.6	.	21	-12
Cc1[nH]ccc2c1[nH]c1cc(=O)ccc12	-5	-8	1.3	-33	-326	1.2	-0.056	-8	-94
O=c1[nH]c2c(cnn2-c2ccc(Cl)cc2)c(=O)n1-c1cccc(Cl)c1	-10	2	-0.1	2	13	0.4	-3.3	8	-8
Cc1ccc(SC(C)C(=O)Nc2ccncc2)cc1 (centres undefined)	5	2	2.2	-2	18	1.6	-0.49	9	-8[20 µM]
Cc1cc(C)cc(Oc2nn[nH]n2)c1	-14	-4	0.1	8	0	0.7	.	-2	0[20 µM]
CC(O)c1nc2ccccc2n1CCOc1ccccc1 (centres undefined)	-18	3	1.8	6	-19	-0.2	-0.85	32	-20[20 µM]
CCOC(=O)c1cnc(SCc2nc(N)nc(Nc3ccc(OC)cc3)n2)nc1N	-11	-6	-0.4	-11	8	-0.4	-0.051	5	-13[20 µM]
COc1ccc(CC(=O)OCC(=O)c2ccc(OC)cc2)cc1	-1	-3	-0.5	-6	-1	-0.3	-0.032	13	-25
COc1ccc(S(=O)(=O)CC(=O)Nc2ccccc2Cl)cc1	6	4	-0.7	2	2	0.4	-0.047	39	-19
CN1CCN(C(=O)C23CC4CC(C)(CC(C)(C4)C2)C3)CC1	-12	-2	1.5	-8	-10	1.2	0.52	-2	-29
CSc1nc(N)c2c(C)c(C)sc2n1	7	-1	-1.2	-4	20	0.2	0.49	20	-11
O=S(=O)(NCC1CCCO1)c1ccc(S(=O)(=O)N(Cc2ccc(F)cc2)Cc2ccccn2)cc1 (centres undefined)	5	4	-1.0	-2	-8	1.0	-0.11	-6	-16
Cc1cc(OCc2nn[nH]n2)c2c(-c3ccccc3)cc(=O)oc2c1	-15	-6	0.6	-14	-74	0.8	0.21	6	-9
CCc1c(C)nc2ncnn2c1N1CCCC(C(=O)NCc2cccs2)C1 (centres undefined)	6	-13	1.0	-8	-32	0.5	-0.45	12	-35
O=C(CCNc1ccc(Cc2ccncc2)cc1)c1ccc([N+](=O)[O-])cc1	3	6	1.7	-4	-18	-1.4	-1.8	27	-23
COc1cccc(NC(=O)Cn2c(CCC(=O)O)ccc2-c2ccc(Cl)cc2)c1	-3	2	0.3	5	-8	0.7	1.1	0	-17
Fc1ccc2[nH]c3c(N4CCSCC4)ncnc3c2c1	13	2	6.0	-10	-33	7.8	-1.7	24	-10
CN1C2CCC1CC(NC(=O)c1ccc(Cl)cc1)C2 (centres undefined)	0	-4	1.1	-6	-12	0.6	1.5	4	-15

# Entries of single compounds from above. Values in the order: EBV gp42 block	Thrombin inh	TRPN1 ag	TbHK1 inh	m-calpain inh	TRPML3 ag	KCC2 mod	PPC-1+TRAIL kill	Furin inhibitor
# Cc1ccc(SC(C)C(=O)Nc2ccncc2)cc1 (centres undefined) as listed: 5	2	2.2	-2	18	1.6	-0.49	9	-8[20 µM]
# Fc1ccc2[nH]c3c(N4CCSCC4)ncnc3c2c1 as listed: 13	2	6.0	-10	-33	7.8	-1.7	24	-10

# (further entries)
Compound	EBV gp42 block	Thrombin inh	TRPN1 ag	TbHK1 inh	m-calpain inh	TRPML3 ag	KCC2 mod	PPC-1+TRAIL kill	Furin inhibitor
Clc1ccc(-c2nc3cnccn3c2NC2CCCC2)cc1	21	-2	-1.3	-12	i	-0.5	-0.12	-5	-12[20 µM]
COCCn1c(NC(=S)NC(=O)C2CC2)cc(=O)[nH]c1=O	4	-7	0.5	-10	-7	0.3	-0.61	15	-19
CCCCCn1c(NC(=O)c2ccco2)c(S(=O)(=O)c2ccc(C)cc2)c2nc3ccccc3nc21	11	-4	0.7	-10	i	0.0	-0.59	-9	-15[20 µM]
CCOCCCN(C(=O)Cn1nnc2ccccc21)C(C(=O)NCc1ccco1)c1ccncc1 (centres undefined)	-6	3	-1.0	-10	-89	-0.7	-0.61	-13	-27
CC1=C(C(=O)OCc2ccccc2)C(/C=C/c2ccccc2)NC(=S)N1 (centres undefined)	-12	-5	3.0	0	12	-0.1	-1.6	3	-18
O=C(Cc1cccs1)NNC(=S)NC(=O)c1ccccc1	-2	-7	-1.1	18	-3	0.8	3.3	15	-9
CCOc1cc(-c2noc(N)c2C(=O)OC)cc(OCC)c1OCC	-9	-4	-1.1	6	-40	-0.1	.	-2	-8
O=C1NC(=O)/C(=C\c2ccc(Sc3ccc(Cl)cc3)o2)N1	-39	-2	-1.4	-14	-48	-0.6	-0.81	-3	-16[20 µM]
CN1CCN(C(=O)C2=C[C@H](c3csc4ccccc34)C[C@H](OCCCCO)O2)CC1	-13	-10	-1.4	-12	-6	0.4	0.14	14	-13
COc1cc(CNCCN2CCOCC2)ccc1OCc1cccc(Cl)c1	-7	2	-0.3	3	-33	1.4	-0.59	20	-16[20 µM]
CC1CCc2cc(F)ccc2N1C(=O)CSc1nnc2c3cc(F)ccc3n(C)c2n1 (centres undefined)	-11	4	0.9	2	-27	1.3	0.14	16	-18
CCOc1ccc(NC(=O)CNc2ccc(C)cc2Cl)cc1	3	-7	-0.2	-5	-3	-0.8	-0.71	17	-3[20 µM]
C=CCNC(=O)COC(=O)c1cccnc1Nc1ccccc1F	8	-1	-0.3	-10	31	1.4	-0.69	12	-15
C/C(=N/NC(=O)Nc1ccccc1)c1ccc(C)cc1	11	-7	-1.1	31	0	0.7	0.036	13	-15
COC(=O)CC(NC(=O)C1CC1)c1ccc2c(c1)OCO2 (centres undefined)	-1	-7	-0.2	-2	-20	-0.2	0.81	-7	-17
CN(C)/C=N/c1cc(=O)n(Cc2ccccc2)c(=O)n1C	9	-1	0.9	-8	-12	0.7	0.83	11	-19
CCNc1nc(NCC)nc(N(C#N)C(C)C)n1	-19	0	0.3	-1	-18	0.2	-0.59	6	-25
CCSc1cc(N2CCCC2)nc(-c2ccccc2Cl)n1	60*	-5	-1.2	-1	26	0.4	-0.77	-24	-9
CCn1nc(C(=O)NCCc2ccc(S(N)(=O)=O)cc2)c2ccccc2c1=O	-4	-4	-1.5	-1	14	0.8	1.8	-2	-7
Nc1cc(N)nc(SCC(=O)c2ccccc2)n1	4	0	-1.1	-10	-15	0.9	0.16	17	-16[20 µM]
CCOC(=O)C(=Cc1c[nH]c2ccc(S(=O)(=O)N(C)C)cc12)C(=O)OCC	4	3	0.5	-44	1	-0.9	-0.41	9	-8
CCN(Cc1ccccc1)C(=O)COC(=O)Cn1cnc2ccccc21	-11	-3	5.6	6	27	2.7	0.43	0	-11
N=C(N)SCc1cn(-c2ccccc2)nc1-c1ccc(Br)cc1	-3	-7	2.4	17	-20	0.9	0.42	37	-13
CC(C)CNC(=O)c1ccccc1NC(=O)CCSc1ccccc1	-4	-10	-1.6	2	8	-1.7	-1.6	11	-20
O=C(N/N=C/c1cccc(C(F)(F)F)c1)c1cc2c(s1)-c1ccccc1CC2	1	-4	-0.2	-10	-317	1.0	0.29	6	-33[20 µM]
Cc1cccc(-n2cc[nH]c2=S)c1C	0	-11	1.1	6	6	0.2	0.9	18	-11
O=C(c1cccnc1)N1CCN(c2c(Cl)cccc2[N+](=O)[O-])CC1	-9	-2	3.0	-9	15	1.6	0.59	-16	-16
Cc1cc(NS(=O)(=O)c2ccc(NC(=S)NC(=O)c3ccc(Br)cc3)cc2)no1	12	-8	0.4	-4	33	-0.5	-1.6	21	-24
O=C(Nc1ccccc1)c1ccc(S(=O)(=O)NCC2CCCO2)cc1 (centres undefined)	7	-4	3.2	-3	15	0.8	-0.65	4	-14
Cc1sc2nc(SCc3nc4ccccc4[nH]3)n(Cc3ccco3)c(=O)c2c1C	-57	-2	0.1	-13	-60	-0.8	2.1	18	-17[20 µM]

# Printed as active in EBV gp42 block, of those listed so far:
SMILES,EBV gp42 block,Thrombin inh,TbHK1 inh,m-calpain inh,TRPML3 ag,KCC2 mod,Furin inhibitor
CCSc1cc(N2CCCC2)nc(-c2ccccc2Cl)n1,60*,-5,-1,26,0.4,-0.77,-9

# Next part.
Compound	EBV gp42 block	Thrombin inh	TRPN1 ag	TbHK1 inh	m-calpain inh	TRPML3 ag	KCC2 mod	PPC-1+TRAIL kill	Furin inhibitor
CC(C)c1ccc(-c2nnn(Cc3nc4ccccc4s3)n2)cc1	-7	-6	-0.2	31	1	0.9	1	-2	-5
COc1ccc(N2CCN(C(=O)[C@H](Cc3c[nH]c4ccccc34)NC(C)=O)CC2)cc1	7	-5	-0.5	-3	-26	0.4	-0.00011	14	-18
CCN1CCN(CCNC(=O)c2cn(Cc3ccccc3F)nn2)CC1	-21	-1	28*	8	-7	-0.5	0.23	6	-6[20 µM]
O=S(=O)(Nc1nc2ccccc2nc1Cl)c1ccccc1	-13	-7	-1.2	-11	3	-0.5	0.78	-15	-3
Cc1ccc(-c2nnc(SCC(=O)N3CC(C)CC(C)C3)o2)cc1C (centres undefined)	3	-5	-1.7	1	2	-0.2	-2.8	8	-13
COc1cc(-c2nc3cnccn3c2Nc2c(C)cccc2C)ccc1O	-9	-6	-0.3	-18	-409	0.3	.	24	-14[20 µM]
O=C(CCN1CCN(c2ccc(Cl)cc2)CC1)Nc1ccccc1F	-7	0	0.4	0	-41	0.4	-1.3	-16	-16
O=C(NCCO[N+](=O)[O-])c1cccnc1	-20	.	-2.5	.	12	0.3	0.18	18	.
CN(C)c1ccc(NC2=C(Cl)C(=O)c3ccccc3C2=O)cc1	-1	-2	-1.8	-3	30	-1.3	-0.26	35[5 µM]	-15
O=C(Nc1cc(S(=O)(=O)N2CCOCC2)ccc1-n1cncn1)c1ccc(Cl)cc1	-10	-4	1.8	-6	-16	3.6	0.54	0	-20
COc1ccc(NC(=O)c2c(Nc3ccccc3)sc(C(=O)c3ccc(F)cc3)c2N)cc1	19	-3	2.5	-27	-241	-0.1	-1.2	0	1[20 µM]
O=C1c2ccccc2S(=O)(=O)N1CC1CC(c2ccc(Cl)cc2)=NO1 (centres undefined)	-7	-2	0.5	-3	34	0.2	-1.1	12	-3
O=C(Nc1ccc(S(=O)(=O)N2CCCCC2)cc1)c1ccccc1Cl	-7	2	0.5	3	-2	-0.1	-0.37	-12	-16[20 µM]
Cc1cccc(C)c1OCC(C)N (centres undefined)	0	0	.	-7	-28	.	0.9	3	-19
O=C(CN1CCN(C(c2ccccc2)c2ccccc2)CC1)N1N=CCC1c1ccccc1 (centres undefined)	-4	-7	-2.0	-9	-4	-0.4	-1.9	13	-28
O=C(C[n+]1ccc(C(=O)N/N=C/c2ccc(O)cc2)cc1)c1ccccc1	-24	-5	0.9	-36	-28	1.7	1.1	7	4[20 µM]
Cc1occc1C(=O)N1N=C(C2CC2)CC1(O)C(F)(F)F (centres undefined)	-22	-7	-0.2	-4	12	0.5	0.57	4	-17[20 µM]

# Screening data: PubChem, several laboratories

# Compounds were not picked by outcome. About 3.6% of those tested had a hit in this group.
